LYPLA1 counter – LYPLA1 inhibitors, primary screen, counter-screen for PME1 inhibitor project, biochemical, fluorescence polarization, FP-Rh probe ABPP; AID 2174, 2009; inhibition, % at 5.9 µM; Acyl-protein thioesterase 1 (Homo sapiens), O75608; recombinant LYPLA1; hit rate 0.16% among 320,000;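 active means inhibition above the mean of all tested compounds plus 3 SD, set per campaign, cut at about 14% in these data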;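 further: inhibitors block serine hydrolase probe labeling of LYPLA1 so polarization falls; 0% = enzyme with DMSO and 100% = wells lacking LYPLA1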
GSTO1 counter – inhibitors of recombinant GSTO1, primary screen, counter-screen for RBBP9 inhibitor project, biochemical, fluorescence polarization; Glutathione S-transferase omega-1 (Homo sapiens), P78417; activity-based probe fluorescence polarization; inhibition, % at 5.96 µM; hit rate 1.1% among 300,000; AID 1974, 2009;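 active means inhibition above the campaign mean inhibition plus 3 SD, cut at about 35% in these data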;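 further: 0% = GSTO1-1 with DMSO and 100% = wells lacking GSTO1-1 enzyme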
PREPL inh – PREPL enzyme inhibitors, primary screen, biochemical, fluorescence polarization | Prolyl endopeptidase-like (Homo sapiens), Q4J6C6 | recombinant PREPL, fluorescence polarization activity-based probe | inhibition, % at 5.96 µM | hit rate 0.68% among 320,000 | AID 2751, 2010; in the data active means inhibition above about 43%;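 further: 0% = enzyme with DMSO and 100% = wells lacking enzyme; many of its hits are not listed in these tables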
LYPLA2 counter – LYPLA2 inhibitors, primary screen, counter-screen for PME1 inhibitor project, biochemical, fluorescence polarization, FP-Rh probe ABPP | recombinant LYPLA2 | inhibition, % at 5.9 µM | hit rate 0.38% among 320,000 | AID 2177, 2009;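 active means inhibition above the screen-wide mean plus 3 SD, limit set per campaign, cut at about 26% in these data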;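 further: 0% = LYPLA2 with DMSO and 100% = wells lacking LYPLA2 enzyme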
pPAFAH FP inh – pPAFAH enzyme inhibitors, primary screen, biochemical, fluorescence polarization, human | recombinant pPAFAH, FP-rhodamine probe fluorescence polarization | inhibition, % at 3.39 µM | hit rate 1.5% among 330,000;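 active means inhibition above the mean inhibition across the screen plus 3 SD, cut at about 25% in these data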;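 further: inhibitors block binding of the rhodamine activity-based probe so polarization drops; 0% = enzyme with DMSO and 100% = wells lacking pPAFAH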
Target sequence (Q13093 whole entry, looked up): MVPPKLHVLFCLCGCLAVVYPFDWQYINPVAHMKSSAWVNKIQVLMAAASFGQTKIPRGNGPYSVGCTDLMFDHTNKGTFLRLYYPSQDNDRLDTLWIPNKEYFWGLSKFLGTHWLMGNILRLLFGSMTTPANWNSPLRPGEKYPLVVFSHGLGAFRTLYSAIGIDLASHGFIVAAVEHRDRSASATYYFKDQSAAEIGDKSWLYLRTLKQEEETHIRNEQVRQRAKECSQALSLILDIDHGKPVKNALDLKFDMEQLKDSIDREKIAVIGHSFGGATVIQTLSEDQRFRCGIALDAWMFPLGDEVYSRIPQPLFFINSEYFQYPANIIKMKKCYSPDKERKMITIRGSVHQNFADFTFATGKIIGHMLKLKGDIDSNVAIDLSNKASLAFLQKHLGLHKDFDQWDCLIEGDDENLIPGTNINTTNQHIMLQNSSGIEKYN
PAFAH1B3 FP inh – PAFAH1B3 enzyme inhibitors, primary screen, biochemical, fluorescence polarization, human | Platelet-activating factor acetylhydrolase IB subunit alpha1 (Homo sapiens), Q15102 | recombinant PAFAH1B3, FP-rhodamine probe | inhibition, % at 3.39 µM | hit rate 0.28% among 340,000 | AID 492972, 2010;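 active means inhibition above the screen-wide average of all tested compounds plus 3 SD, cut at about 25% in these data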;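 further: 0% = enzyme with DMSO only and 100% = wells lacking PAFAH1B3 protein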
PAFAH2 FP inh – PAFAH2 enzyme inhibitors, primary screen, biochemical, fluorescence polarization, human; Platelet-activating factor acetylhydrolase 2, cytoplasmic (Homo sapiens), Q99487; recombinant PAFAH2, FP-rhodamine activity probe; inhibition, % at 3.39 µM; hit rate 0.99% among 340,000;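 active means inhibition above the mean over all tested compounds plus 3 SD, cut at about 30% in these data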;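 further: inhibitors block probe labeling of enzyme so polarization drops; 0% = enzyme with DMSO and 100% = wells lacking PAFAH2 protein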
PAD4 FP inh – human PAD4 inhibitors, primary screen, biochemical, fluorescence polarization, 1536-well format; recombinant PAD4, RCA probe fluorescence polarization; inhibition, % at 6.36 µM; hit rate 0.41% among 330,000;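 active means percent inhibition above a cutoff equal to the mean of all tested compounds plus 3 SD, cut at about 15% in these data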;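 further: 0% = PAD4 with RCA probe and DMSO and 100% = probe without PAD4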
Target sequence (Q9UM07 whole entry, looked up): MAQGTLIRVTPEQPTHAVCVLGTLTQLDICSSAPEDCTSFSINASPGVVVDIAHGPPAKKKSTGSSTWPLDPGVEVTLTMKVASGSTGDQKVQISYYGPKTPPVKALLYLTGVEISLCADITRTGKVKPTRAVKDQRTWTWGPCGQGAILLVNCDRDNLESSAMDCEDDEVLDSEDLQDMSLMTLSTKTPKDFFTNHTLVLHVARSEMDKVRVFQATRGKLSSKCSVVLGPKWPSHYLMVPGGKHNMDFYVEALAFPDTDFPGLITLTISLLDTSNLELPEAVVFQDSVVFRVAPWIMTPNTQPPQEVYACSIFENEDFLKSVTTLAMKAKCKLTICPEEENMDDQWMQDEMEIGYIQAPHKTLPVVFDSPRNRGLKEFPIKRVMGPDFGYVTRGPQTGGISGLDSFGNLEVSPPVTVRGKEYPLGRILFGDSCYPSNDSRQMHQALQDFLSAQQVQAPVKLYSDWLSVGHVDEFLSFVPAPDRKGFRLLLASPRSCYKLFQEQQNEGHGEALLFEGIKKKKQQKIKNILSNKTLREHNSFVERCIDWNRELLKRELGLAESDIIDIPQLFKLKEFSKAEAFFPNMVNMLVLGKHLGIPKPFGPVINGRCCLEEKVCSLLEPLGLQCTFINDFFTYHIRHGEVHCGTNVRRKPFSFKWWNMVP
PAFAH1B2 FP inh – PAFAH1B2 enzyme inhibitors, primary screen, biochemical, fluorescence polarization, human; recombinant PAFAH1B2, FP-rhodamine activity probe; Platelet-activating factor acetylhydrolase IB subunit alpha2 (Homo sapiens), P68402; inhibition, % at 3.39 µM; AID 492953, 2010; hit rate 1.2% among 340,000;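 active means inhibition above the mean of all tested compounds plus 3 SD, cut at about 24% in these data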;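 further: 0% = enzyme with DMSO and 100% = wells lacking PAFAH1B2; many of its hits are not listed in these tables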
An asterisk follows results filed as active; nt = no result given.

SMILES	LYPLA1 counter	GSTO1 counter	PREPL inh	LYPLA2 counter	pPAFAH FP inh	PAFAH1B3 FP inh	PAFAH2 FP inh	PAD4 FP inh	PAFAH1B2 FP inh
CCOC(=O)c1nc(C)n(-c2ccc(Cl)cc2Cl)n1	0	4	3	2	4	6	-8	-3	3
c1ccc2c(Cn3ccnc3)c[nH]c2c1	-1	-1	-1	2	1	-3	1	-3	-2
O=C(O)c1ccccc1-c1ccc(/C=C2\SC(=O)N(c3ccccc3)C2=O)o1	0	23	-2	2	11	3	2	-2	5
COC(=O)c1ccc([C@H]2CC(=O)O2)cc1	-4	-2	2	1	4	10	18	4	2
Cc1nn2cc(-c3ccc(Cl)cc3)nc2s1	-3	9	-11	0	5	7	2	4	3
O=C(CNC(=O)c1cc(Cl)nc2ccccc12)Nc1ccccc1Br	0	nt	-14	2	2	7	-3	1	0
CN(Cc1ccccc1)C(=O)Cn1c(=O)oc2cc(S(=O)(=O)N3CCCC3)ccc21	-1	4	7	0	-1	3	6	1	3
CC(C)CN(CC(C)C)C(=O)CN1C(=O)NC2(CCc3ccccc3C2)C1=O (centres undefined)	0	4	13	6	3	7	4	1	11
COc1cccc(C(=O)NC(=S)Nc2ccccc2N2CCOCC2)c1	-1	-1	8	4	-1	4	-5	8	2
CC(C)Cc1ccc(CN2CCCC(NC(=O)c3cnc4ccccn4c3=O)C2)cc1 (centres undefined)	-3	-2	3	-2	5	2	-1	-2	-4
N#Cc1c(N)nc2c(c1-c1ccccc1)CCC2	3	1	4	3	6	5	-8	2	-1
COC(=O)c1c(-c2ccccc2)csc1NC(=O)CSc1ncnc2sc(C)c(C)c12	-3	3	2	-9	-6	-1	8	-3	2
COc1cccc(C2=CC(c3ccc(OC)c(OC)c3)NC(=S)N2)c1 (centres undefined)	-5	-6	2	-5	-3	nt	nt	30*	nt
Cc1ccc2nsnc2c1N(S(C)(=O)=O)S(C)(=O)=O	2	3	13	2	-3	0	2	-9	0
COc1ccc(-c2nc(N)nc(C)c2Oc2ccccc2Br)c(O)c1	-1	-12	28	-1	20	8	9	1	2
Cc1oc(-c2ccccc2F)nc1CS(=O)CC(=O)NCCN1CCCCC1C (centres undefined)	2	4	20	6	4	5	0	6	7
Nc1ccc(-c2ccc(N)cc2C(F)(F)F)c(C(F)(F)F)c1	6	4	-26	3	3	1	3	-6	2
COC(=O)C1=C(C)N(C)C(=S)NC1c1ccc(OC)cc1OC (centres undefined)	-1	1	-1	-1	1	-1	0	-3	6
CCOC(=O)C1=C(COC(=O)c2ccc(C)s2)NC(=O)NC1C (centres undefined)	2	4	-41	2	-3	-2	1	1	-1
Cc1cc2c(c(C)nn2-c2ccccc2)c(=O)o1	2	14	14	7	-2	13	2	-4	2
CCOc1ccc(CN(C)C(=O)CNC(=O)c2sc3ccccc3c2Cl)cc1	-9	nt	8	-15	-1	4	7	1	5
O=C(c1ccco1)N1CCN(C(=O)c2ccc(-c3ccc([N+](=O)[O-])cc3)o2)CC1	nt	nt	8	nt	22	9	20	-10	3
CCOC(=O)CCNC(=O)CCNC(=O)C(c1ccccc1)c1ccccc1	1	-2	-4	1	1	5	-8	-3	8
COc1cccc(C(=O)O[C@H]2[C@H](Cc3ccccc3)NS(=O)(=O)[C@H]3C[C@@H]4C=C[C@]23O4)c1	nt	nt	-5	nt	-10	-1	-6	-8	3
Cc1ncsc1C(=O)N1CCCC(CNS(=O)(=O)c2cccs2)C1 (centres undefined)	-2	6	9	-6	4	-2	-1	-7	2

The listing continues.
SMILES	LYPLA1 counter	GSTO1 counter	PREPL inh	LYPLA2 counter	pPAFAH FP inh	PAFAH1B3 FP inh	PAFAH2 FP inh	PAD4 FP inh	PAFAH1B2 FP inh
COc1ccc(NC(=O)COC(=O)CNS(=O)(=O)c2ccc(C)cc2)c(OC)c1	3	-5	7	6	10	2	-2	-6	-1
COc1ccc(N2CCN(C(=O)CCC(=O)c3cc(C)sc3C)CC2)cc1	1	-1	9	10	6	5	12	-10	-1
C/C(Cl)=C\Cn1c(Nc2ccccc2)nc2c1c(=O)n(C)c(=O)n2C	1	-2	12	-3	3	8	0	3	-1
Cc1cccc(Cl)c1NNC(=O)Nc1c([N+](=O)[O-])c(C)nn1C	-2	0	25	4	0	1	-7	3	1
COCCNC(=O)CC(=O)N/N=C/c1ccc(C(=O)OC)cc1	-4	-5	-2	-5	-2	10	8	5	0
CC1(c2nnc(-c3cccc(Cl)c3)o2)CC(c2ccc(OC(F)(F)F)cc2)=NO1 (centres undefined)	-3	1	-24	2	5	-2	-4	-1	1
O=C(N/N=C/c1cccnc1)c1ccc(F)cc1	1	-7	-2	-5	6	5	-5	2	3
Cc1cc(Cl)ccc1N(CC(=O)NCCSCc1ccco1)S(C)(=O)=O	1	8	16	13	-1	10	13	-5	1
CCOc1ccc(NC(=O)CSc2nc(-c3cccs3)cc(C(F)(F)F)n2)c([N+](=O)[O-])c1	5	0	6	0	2	0	-3	-1	1
CN(CC(=O)Nc1ccc(F)c(F)c1F)C(=O)c1ccc2c(c1)S(=O)(=O)N=C1CCCCCN12	1	-3	17	1	-1	3	-2	-5	-4
CCOCCCNC(=O)C(c1ccc(Cl)cc1)N1CCC2(CC1)OCCO2 (centres undefined)	1	1	4	2	-1	2	-11	6	1
O=C1c2c([N+](=O)[O-])cc([N+](=O)[O-])cc2S(=O)N1Cc1ccccc1 (centres undefined)	1	-4	10	2	0	3	-2	-7	4
CCOc1ccc(CN(C)C(=O)CNC(=O)c2ccc(Br)o2)cc1OC	3	6	2	-4	3	1	0	1	7
COc1cc(C(=O)NC(=S)Nc2cccc(-c3cc4ccccc4oc3=O)c2)cc(OC)c1OC	-16	-22	-14	-27	-4	-7	-25	-7	-14
Cc1ccc(OCC(=O)NCCCNC(=O)c2ccncc2)cc1	0	6	-1	9	4	1	6	-1	7
CC(C)C[C@H](NC(=O)[C@@H]1Cc2c([nH]c3ccccc23)C2c3ccccc3C(=O)N21)C(=O)N1CCC[C@@H]1C(=O)O (some centres undefined)	2	9	-8	-3	4	4	1	3	4
O=C(NCCCO)C(=O)Nc1cc2c3c(c1)CCN3C(=O)CC2	-1	1	19	-1	4	0	1	-6	2
CCN(C(=O)CSc1nc2cc(C(=O)OC)ccc2c(=O)n1Cc1ccco1)c1cccc(C)c1	0	8	11	6	-4	0	-5	-2	5
CC1CCCC(C)N1C(=O)CSc1ncccn1 (centres undefined)	4	1	17	5	0	5	-7	1	4
COc1ccc(NC(=O)CC(c2ccc(F)cc2)c2ccc(OC(C)C)cc2)cc1 (centres undefined)	0	3	-20	4	4	-2	6	3	2
CCN(C[C@H]1N[C@@](CC)(C(=O)OC)[C@H]2C(=O)N(Cc3ccccc3)C(=O)[C@@H]12)C(=O)COc1ccccc1	nt	nt	23	nt	1	10	10	-1	0
Cc1ccnc(N2C3CCC2CC(O)(c2ccccc2)C3)n1 (centres undefined)	2	12	0	0	2	6	-2	5	3
O=C(CSc1nnc(C2CC2)n1C1CC1)c1ccc(Br)s1	nt	nt	15	nt	10	7	2	4	3
Cc1ccc(N2CCN(CC(O)COc3ccc([N+](=O)[O-])cc3)CC2)cc1 (centres undefined)	1	-2	28	13	6	5	-5	0	1
CN(C)C/C=C/C(=O)Nc1cccc(-c2c[nH]c3ncnc(Oc4ccc(NC(=O)CC(=O)Nc5ccc(F)cc5)cc4F)c23)c1	nt	nt	-14	nt	-6	3	-22	-16	-11

(next part)
SMILES	LYPLA1 counter	GSTO1 counter	PREPL inh	LYPLA2 counter	pPAFAH FP inh	PAFAH1B3 FP inh	PAFAH2 FP inh	PAD4 FP inh	PAFAH1B2 FP inh
Cc1ccc(NC(=O)C2C3CCCC2C3c2ccccc2)cc1 (centres undefined)	4	2	-5	-1	3	7	0	4	2
O=C1NC(c2ccc(Br)cc2)Nc2sc3c(c21)CCC3 (centres undefined)	-6	10	9	-1	14	9	18	-3	8
Cc1ccc(S(=O)(=O)N(CC(=O)N2CCC(C(N)=O)CC2)c2cccc(C(F)(F)F)c2)cc1	2	-2	4	1	1	7	2	-3	4
CCN(CC)C(=O)CSc1nc2ccc(NC(=O)CSc3nnc(COc4ccccc4C)n3C)cc2s1	-2	-15	-41	7	9	4	-4	-6	2
CCOc1ccccc1N(CC(=O)Nc1cccc(OC)c1)S(=O)(=O)c1ccccc1	0	-8	-10	4	2	10	2	3	4
Cc1cccc(-n2c(CNC(=O)c3cccc([N+](=O)[O-])c3C)n[nH]c2=S)c1	-3	1	0	1	3	12	2	0	1
COc1ccc(-c2nsc(C(=O)N(c3ccc(F)cc3)C(C(=O)NC3CCCC3)c3ccc(OC)cc3)c2N)cc1 (centres undefined)	1	-6	-16	-4	0	4	-2	3	-1
CC(=O)Nc1cc(C(=O)N2CCCC2)ccc1S(=O)(=O)c1ccc(Cl)cc1	-3	0	1	-1	5	4	4	0	3
CCCc1c(C)nc2c(Br)cccc2c1Cl	-2	-3	1	9	8	-1	0	2	-2
C[C@@]12C(=O)N(c3ccc(C(F)(F)F)cc3)C(=O)N1[C@@H]1c3ccccc3OC[C@@H]1[C@H]2c1ccccc1	-3	0	3	-6	3	-2	1	3	-2
CN(CCC#N)C(=O)COC(=O)c1nn(-c2ccccc2)c(=O)c2ccccc12	-2	-3	9	-1	-1	nt	nt	-3	nt
C[C@H](NC(=O)c1nc[nH]c1C(=O)N[C@@H](C)C(=O)OC(C)(C)C)C(=O)OCc1ccccc1	-4	3	-10	5	6	2	-3	0	4
Cc1ccc(C)c(-c2nnc(NC(=O)CS(=O)(=O)c3ccccc3)o2)c1	-3	9	13	5	10	10	8	7	3
Cc1ccc(C(=O)N/C(=C\c2ccc(F)cc2)C(=O)NCc2ccncc2)cc1	3	4	0	4	6	0	5	-5	-4
CN(C)CCOCCP(=O)(c1ccccc1)c1ccccc1	-1	0	17	2	-2	-1	-2	-1	5
COc1ccc(Cn2nnc(C(=O)Nc3ccc4c(c3)OCCO4)c2N)cc1Br	-5	-5	5	-8	6	1	0	-1	-2
O=C(/C=C/c1c(F)cccc1Cl)NCc1ccc2c(c1)OCO2	-2	-1	-2	0	1	6	0	-5	3
C[C@H](NC(=O)c1ccc(Cl)c(S(=O)(=O)N2CCOCC2)c1)c1nc2ccccc2[nH]1	-2	nt	4	-7	-1	-4	-2	-3	-5
O=C(NC1CCCC1)C(Cc1ccccc1)n1cccc1 (centres undefined)	2	4	5	4	0	3	0	6	5
Cc1ccccc1N1CCN(C2CCCN(C(=O)c3cn4c(C)cccc4n3)C2)CC1 (centres undefined)	3	5	37	1	-8	5	8	-8	-3
CCOCCOC(=O)C1=C(C)Nc2ccc(C)cc2S1	-2	-5	10	5	-2	-7	-9	0	-3
CCC(=O)c1ccc(OCC(=O)NCCc2ccccn2)cc1	3	2	5	0	-3	0	0	-5	1
COc1cccc2c3c(c(C)nc12)CC(C)O3 (centres undefined)	0	-3	18	-2	3	10	9	2	5
Cc1ccc(OCC(=O)c2c(N)n(C)c(=O)n(C)c2=O)c([N+](=O)[O-])n1	-3	nt	19	10	6	9	12	1	6
CCc1sc(C(=O)Nc2nc(-c3ccccn3)cs2)cc1C	nt	nt	20	nt	9	-3	8	-11	0

Some of the compounds tested. The share of hits here may be higher or lower than overall.
